TRHR PAM: allosterically enhances the human TRH receptor; TRHR cells, fluo-8 calcium fluorescence, EC20 TRH enhancement; enhancement, % at 2 µM; hit rate 0.66% among 360,000; AID 493056; in the data active means enhancement above about 30%; further: 0% is about no effect
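TRHR-expressing cells loaded with fluo-8 calcium dye were read kinetically (ex 480/em 530) during compound addition, then stimulated with an EC20 of TRH (10 nM final). Enhancement of the Gq-mediated intracellular calcium response was scored.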
D1 PAM: potentiators of human D1 dopamine receptor; HEK293 TREx D1 cells, calcium flux, dopamine EC20 potentiation; potentiation, % at 10 µM; AID 504651; P21728; hit rate 0.036% among 360,000; in the data active means potentiation above about 30%; further: 0% is about no effect
D1 ag: agonists of human D1 dopamine receptor; HEK293 T-REx D1 cells, calcium flux, agonist mode; activation, % at 2 µM; hit rate 1% among 360,000; AID 504660; in the data active means activation above about 30%; further: 0% is about no effect
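Agonism was scored from calcium flux recorded over 180 s (1 read/s) after pintool compound addition, following a 10-cycle baseline. Cells were inducible force-coupled HEK293 TREx D1, plated overnight at 30 C and loaded with no-wash calcium dye.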
D2 agonist: D2 dopamine receptor (human) agonism. HEK293 T-REx D2 cells, calcium flux agonist mode. activation, % at 2 µM. hit rate 0.53% among 340,000. AID 485358;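 active means activation over 3 SD above normal in the single-dose calcium agonist read, cut at about 30% in these data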; further: 0% is about no effect
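Calcium-flux readout, 1 cycle/sec over 180 s following compound pin transfer, in inducible HEK293 Trex D2 cells (force-coupled); dopamine controls included. Positive calcium responses during this window marked compounds as potential agonists.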
RXFP1 agonist: activates the human relaxin receptor RXFP1; Q9HBX9; HEK293T-RXFP1 cAMP TR-FRET, 30 min; response scale: percent of porcine relaxin response, buffer zero; Potency, µM (highest dose often 57.5 µM), for inactives: at the top dose activation, hits mostly activators; hit rate 0.3% among 370,000; active means well fitted activation curve with a large enough effect; further: potency means the concentration at half of the fitted maximal effect; on the % scale 0 is the no-effect control and ±100 the full control effect; nearly all actives have a fitted effect of over 60% in size; many of its hits are not listed in these tables
Target sequence (Q9HBX9 whole entry, looked up): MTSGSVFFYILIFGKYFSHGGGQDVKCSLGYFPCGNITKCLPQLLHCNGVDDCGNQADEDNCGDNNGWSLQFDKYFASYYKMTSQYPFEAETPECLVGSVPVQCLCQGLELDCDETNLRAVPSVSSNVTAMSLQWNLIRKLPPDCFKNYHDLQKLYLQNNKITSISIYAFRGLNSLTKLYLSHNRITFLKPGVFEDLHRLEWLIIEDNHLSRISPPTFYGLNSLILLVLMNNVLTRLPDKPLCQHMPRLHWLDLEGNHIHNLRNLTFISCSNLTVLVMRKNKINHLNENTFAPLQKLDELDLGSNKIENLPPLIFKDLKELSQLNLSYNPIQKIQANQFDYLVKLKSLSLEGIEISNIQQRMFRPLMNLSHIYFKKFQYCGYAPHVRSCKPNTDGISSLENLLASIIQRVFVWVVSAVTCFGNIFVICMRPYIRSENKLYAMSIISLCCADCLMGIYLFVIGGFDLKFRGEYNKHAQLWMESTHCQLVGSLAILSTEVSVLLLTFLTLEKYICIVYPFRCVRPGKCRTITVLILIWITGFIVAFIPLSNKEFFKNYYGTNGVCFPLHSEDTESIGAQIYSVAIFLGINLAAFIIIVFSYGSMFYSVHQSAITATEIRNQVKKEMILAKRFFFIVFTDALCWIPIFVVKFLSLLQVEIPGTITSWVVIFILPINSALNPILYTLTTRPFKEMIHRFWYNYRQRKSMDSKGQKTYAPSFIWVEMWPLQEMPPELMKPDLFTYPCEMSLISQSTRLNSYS
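HEK293 cells stably expressing RXFP1, treated 30 min at 37C with compounds plus PDE4 inhibitor Ro 20174; cAMP measured by HTRF TR-FRET. Normalized to buffer and 29 nM porcine relaxin; EC50 by Hill fit.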
RXFP1 antagonist: antagonists of human relaxin receptor RXFP1. Q9HBX9. HEK293-RXFP1, relaxin-stimulated cAMP HTRF, 30 min; hits give low values. activity change, negative = inhibition, % at 57.5 µM. hit rate 0.59% among 350,000;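 active means activity change of -60% or lower, but not beyond a set lower limit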; further: on the % scale 0 is the no-effect control and ±100 the full control effect
D1 antagonist: blocks dopamine activation of the human D1 receptor; P21728; HEK293 TREx D1 cells, calcium flux, dopamine EC80; hits give low values; activity change, negative = inhibition, % at 10 µM; hit rate 3.2% among 360,000; AID 504652; in the data active means activity change below about -30%; further: on the % scale 0 is the no-effect control and ±100 the full control effect
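HEK293 T-REx cells expressing inducible, force-coupled D1 receptor; no-wash Ca dye, 30–90 min RT. Cmpd → 180 s read at 1 Hz → EC80 DA → 180 s read.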
D2 potentiator: D2 dopamine receptor (human) potentiation. HEK293 T-REx D2, calcium flux, EC20 dopamine potentiation. P14416. potentiation, % at 10 µM. AID 485347. hit rate 0.34% among 340,000;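 active means potentiation over 3 SD above the plate norm, cut at about 30% in these data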; further: 0% is about no effect
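Tetracycline-induced Hek293 Trex D2 cells, force-coupled to calcium, loaded with no-wash calcium dye. Compound added with 180 s kinetic read for agonism, then EC20 dopamine and a further 180 s read for potentiation.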
D2 antag: D2 dopamine receptor (human) antagonism; HEK293 TREx D2 cells, calcium flux, dopamine EC80; inhibition, % at 10 µM; hit rate 2% among 340,000; AID 485344; in the data active means inhibition above about 30%; further: 0% is about no effect
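Calcium mobilization kinetics were recorded at 1 s intervals in tetracycline-induced HEK293 T-REx D2 cells, first for 180 s after compound addition and then 180 s after EC80 dopamine.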
* hit, by the source's call; x = no result given; & = joins results of further samples. A portion of the library; rates above refer to the full screens.

SMILES	TRHR PAM	D1 PAM	D1 ag	D2 agonist	RXFP1 agonist	RXFP1 antagonist	D1 antagonist	D2 potentiator	D2 antag
O=S(=O)(N1CCCCC1)N1CCN(c2ccccc2F)CC1	-7	-6	2	-0.2	0.4%	-12	0	-1	1
CC(C)CNC1CCS(=O)(=O)C1 (stereo not drawn)	-2	10	1	-0.3	0.7%	6	-13	-12	-4
CC1(C)CC(=O)C(C=NCCN2CCN(CC(=O)Nc3ccc(F)cc3)CC2)=C(O)C1	1	11	3	-0.2	3.7%	-11	1	3	-14
CCOC(=O)c1cc(C)n(CC2CCC(C(=O)Nc3cccc(C(C)=O)c3)CC2)c1C (stereo not drawn)	4	0	-1	0.1	-1.6%	5	-4	-1	x
O=[N+]([O-])c1cccc(CN2CCN(c3cccc4[nH]ccc34)CC2)c1	3	-11	8	4.8	0.4%	-1	-14	-21	42*
O=C(C1CCC1)N1CCc2cc(S(=O)(=O)Nc3ccc4c(c3)OCO4)ccc21	-5	-4	9	2.1	1.6%	-14	-15	10	-7
O=C(CSC1CCCCC1)Nc1ccccc1Br	-1	-2	2	-0.1	1.0%	-6	-1	5	6
CCOc1ccc(CN2CCN(CC3=Cc4cccc(OC)c4OC3)CC2CCO)cc1 (stereo not drawn)	-1	5	4	0.7	-0.3%	-5	-1	-15	-29
COc1ccc(NS(=O)(=O)c2ccc(NC(C)=O)cc2)c(OC)c1	-4	-1	3	2.4	1.1%	-32	-13	5	8
O=C(CC(C(=O)O)c1ccc(Cl)cc1)c1ccc(Br)cc1 (stereo not drawn)	2	-1	6	-0.2	3.9%	-23	4	-2	-13
COc1ccc2oc(C(=O)N(C)CCOc3ccccc3)c(C)c2c1	-3	-6	6	-1.0	-0.1%	-8	-3	12	-9
CCOC(=O)NC(=O)CSc1ccc2ccccc2n1	5	-1	0	x	9.3%	10	-8	5	x
COc1ccccc1CC1(C)NC(=O)N(CC(=O)N2CC(C)OC(C)C2)C1=O (stereo not drawn)	-1	2	0	-0.4	0.4%	0	-6	4	16
CC(C)(Cc1cc(CC(C)(C)C(=O)O)cc(C(C)(C)C)c1)C(=O)O	3	-1	2	-2.3	-0.4%	x	1	5	-11
O=C(NCc1ccc(Cl)cc1)C(=O)NCC(c1ccco1)N1CCOCC1 (stereo not drawn)	5	-3	2	-0.8	0.4%	-13	7	-2	-10

Look-ups from the entries so far.
For TRHR PAM, `CC(C)CNC1CCS(=O)(=O)C1` (stereo not drawn) has -2
For D1 antagonist, `CCOc1ccc(CN2CCN(CC3=Cc4cccc(OC)c4OC3)CC2CCO)cc1` (stereo not drawn) has -1

Later entries:
SMILES	TRHR PAM	D1 PAM	D1 ag	D2 agonist	RXFP1 agonist	RXFP1 antagonist	D1 antagonist	D2 potentiator	D2 antag
CCOc1ccc2oc(-c3ccccc3)c(C(=O)N3CCN(CCO)CC3)c2c1	-2	-2	6	0.1	0.3%	-7	-11	5	4
Cc1c(CCO)sc[n+]1CC(=O)OCCC12CC3CC(CC(C3)C1)C2	9	0	5	-1.0	-0.8%	-16	21	10	-5
CCN(CC)C(=O)Cn1cc(S(=O)(=O)CC(=O)NC2CCCCC2)c2ccccc21	-3	3	-1	0.3	1.0%	5	-8	-1	15
CC1(NC(=O)CC(c2ccccc2)(c2ccccc2)c2ccccc2)CCN(CCCc2ccccc2)C1=O (stereo not drawn)	-7	-5	7	0.4	-0.1%	x	x	-2	-12
CCCCC(CC)C(=O)Nc1ccc(C)c(O)c1 (stereo not drawn)	-2	0	0	-0.2	-0.4%	-5	-7	15	8
CCOC(=O)c1c(NC(=O)c2cc(-c3ccc(OC)c(OC)c3)on2)sc(C)c1C	10	-1	-1	0.4	-0.6%	1	-9	10	x
O=C(OCC(=O)N(Cc1ccccc1)Cc1ccccc1)c1ccccc1NCCO	4	-6	0	0.4	3.5%	1	-1	20	-8
Cc1cc(CNC(=S)Nc2cccc(Cl)c2Cl)nn1C	-5	-4	1	1.0	0.5%	1	-18	-10	-8
COc1ccc(-c2nc3ccccn3c2NCc2ccc3c(c2)OCO3)cc1	2	-7	0	-0.7	4.9%	6	4	2	3
O=C1Nc2ccccc2C1=Nc1ccc(-c2nnc3n2CCCCC3)cc1	-6	1	4	-0.5	0.1%	-9&8	-1	3	-7
COc1ccccc1NC(=O)CSc1nnnn1-c1ccccc1F	7	-2	1	0.4	-0.2%	2	0	-3	1
CCCNC(=O)C1CCN(c2nc3ccc(C)cc3[nH]2)CC1	1	0	0	1.4	0.5%	-19	2	1	x
COc1ccc(CC(=O)NCc2n[nH]c(=S)n2-c2cccc(Cl)c2)cc1	-1	-4	4	7.5	0.8%	-5	-12	-4	-7
CCN(C(=O)CCc1nc(-c2ccccc2F)no1)c1cc(OC)ccc1OC	-1	-2	-3	0.6	1.2%	-2	-7	2	-7
CCN(CC)CCN1C(=O)C(=O)/C(=C(/O)c2ccccc2)C1c1ccccc1F (stereo not drawn)	-4	-6	2	0.1	0.7%	-18	1	-10	10

Single records, from the list above. Order of values: TRHR PAM | D1 PAM | D1 ag | D2 agonist | RXFP1 agonist | RXFP1 antagonist | D1 antagonist | D2 potentiator | D2 antag
CCN(C(=O)CCc1nc(-c2ccccc2F)no1)c1cc(OC)ccc1OC is entered as -1 | -2 | -3 | 0.6 | 1.2% | -2 | -7 | 2 | -7
CCN(CC)CCN1C(=O)C(=O)/C(=C(/O)c2ccccc2)C1c1ccccc1F (stereo not drawn) is entered as -4 | -6 | 2 | 0.1 | 0.7% | -18 | 1 | -10 | 10
O=C1Nc2ccccc2C1=Nc1ccc(-c2nnc3n2CCCCC3)cc1 is entered as -6 | 1 | 4 | -0.5 | 0.1% | -9&8 | -1 | 3 | -7

Further results
SMILES	TRHR PAM	D1 PAM	D1 ag	D2 agonist	RXFP1 agonist	RXFP1 antagonist	D1 antagonist	D2 potentiator	D2 antag
Cc1ccc2sc(N(CCCN(C)C)C(=O)c3ccc(Br)s3)nc2c1C	5	-7	12	0.1	7.0%	-77*	-15	-15	17
Cc1ccc(C(=O)CCC(=O)O)cc1	-2	0	0	0.0	1.6%	x	7	2	4
CCCOC(=O)c1sc2nc3c(cc2c1N)C(=O)CCC3	2	1	2	1.4	6.7%	-14	0	0	7
CN(C)S(=O)(=O)c1cccc(NC(=O)COc2cccc3ccccc23)c1	-1	1	8	-0.9	-0.8%	-11	11	-12	1
COc1ccc([C@@H]2[C@@H]3C(=O)N(C(C)(C)C)C(=O)[C@@H]3[C@]3(Cc4ccccc4)C(=O)N(c4cccc(C)c4)C(=O)N23)cc1	-9	-6	6	-0.1	-0.1%	x	-17	-7	-7
O=C(CCC(=O)Nc1ccc(F)cc1)N/N=C/c1cccs1	3	7	0	0.3	6.5%	-6	2	-6	-2
O=C(N/N=C/c1ccc(Cl)cc1)c1sccc1OCc1ccc(F)cc1	7	2	6	0.7	6.8%	2	4	11	-2
CCc1ccc(NC(=O)CC2C(=O)N(c3cccc(C)c3)C(=O)N2Cc2ccco2)cc1 (stereo not drawn)	-4	-4	3	x	0.4%	-3	-7	-8	x
O=C(CSc1ncn[nH]1)Nc1nnc(-c2ccccc2)s1	2	x	3	-0.1	0.1%	x	-26	3	0
COc1ccc(C(=O)CSc2nnc(-c3cnccn3)n2Cc2ccco2)cc1	-2	-3	0	-1.5	1.2%	-2	-11	-14	-5
CCOc1ccc(C(C)NC(=O)c2cc(=O)[nH]c3ccccc23)cc1OCC (stereo not drawn)	5	9	1	1.2	2.4%	2	-2	2	-10
Cc1ccc(NC(=O)C2CCN(C(=O)NCc3ccccc3)CC2)cc1C	-1	-6	0	0.2	2.3%	4	-6	4	15
O=C1C(Cl)=C(N2CCOCC2)C(=O)N1c1cccc(Cl)c1	0	-3	3	x	3.5%	11	-3	x	x
O=C(Nc1ccccc1F)c1ccccc1-c1ccccc1	-3	10	0	-0.4	0.1%	x	0	7	-3
CCCn1nnnc1NC(=O)COc1ccc(Cl)cc1C	-5	-5	0	-0.4	-0.1%	-4	-11	9	16
Cc1ccc(S(=O)(=O)N2CCCCC2)cc1NC(=O)CSc1ccc2c(c1)OCCO2	1	2	3	-2.1	0.5%	-10	-2	-7	6
COc1ccc(CCNC(=O)Cc2ccc(Cl)cc2)cc1OC	-6	-2	1	0.4	0.3%	6	-2	0	-6
COc1ccc(CCN(C)C(=O)c2c(C)nn(-c3ccccc3)c2C)cc1OC	6	4	2	0.7	-4.3%	-1	-5	2	0
S=C(NCCc1ccccn1)NC1CC2CCC1C2 (stereo not drawn)	-5	-1	1	0.2	0.3%	5	-5	-4	5
CC1CCCN(c2nc(-c3cccnc3)nc3scc(-c4ccccc4)c23)C1 (stereo not drawn)	3	-4	1	-0.3	3.0%	-11	5	20	-2
CCOC(=O)c1c(-c2ccc(OC)cc2)csc1NC(=O)CCN1C(=O)c2ccccc2C1=O	3	-3	5	-0.6	3.2%	-10	1	18	-11
CCOCCCNC(=O)c1cc2c(=O)[nH]c3ccccc3c2n1C	8	3	-1	0.0	7.4%	x	2	-3	x
CN(CC(=O)Nc1ccc(S(=O)(=O)N2CCCC2)cc1)Cc1c(F)cccc1Cl	-5	-4	11	2.3	-0.1%	-14	-32*	2	7
Cc1ccc(NC(=O)CCc2nc3ccccc3[nH]2)cc1C	-1	0	0	-0.3	-0.8%	3	-3	-14	-2
CN(C(=O)CN1C(=O)C2C3CC(C(Br)C3Br)C2C1=O)C1CCCCC1 (stereo not drawn)	8	0	2	-0.1	-1.6%	-9	1	9	31*
CCn1c(C)cc(/C=C2/SC(=S)N(CC(=O)O)C2=O)c1C	1	2	22	5.7	-4.2%	-2	1	4	-8
O=S(=O)(/N=C(/Nc1ccccc1F)c1ccccc1)c1ccccc1	-4	-4	2	0.2	2.8%	8	0	6	-1
CCCC(c1nnnn1C(C)(C)C)N1CCN(Cc2ccccc2OC)CC1 (stereo not drawn)	-1	-2	3	-0.4	-0.3%	-15	1	-16	-10
Cc1ccc2nc(NC(=O)c3nc(SCc4ccccc4F)ncc3Cl)sc2c1	1	2	-1	0.6	0.2%	x	-3	x	x
O=C(/C=C/c1ccccc1)NCC(=O)N/N=C/c1ccccc1[N+](=O)[O-]	2	-1	0	-0.4	3.0%	-16	13	-4	1
CCOC(=O)C1CCCCN1Cc1ccc(F)cc1 (stereo not drawn)	5	-3	1	0.7	0.1%	0	-5	0	-3
CC(C)OC(=O)CCC/C=C\C[C@@H]1[C@@H](CC[C@@H](O)CCc2ccccc2)[C@H](O)C[C@@H]1O	0	-2	14	1.3	1.0%	x	-23	-2	21
O=C(NCc1ccco1)C1CCCN(S(=O)(=O)c2cnc[nH]2)C1 (stereo not drawn)	-3	x	4	-0.7	0.3%	x	6	0	-6
Cc1[nH]n(-c2ccccc2)c(=O)c1C=Nc1ccc(S(=O)(=O)Nc2nccs2)cc1	-1	-2	1	0.8	0.9%	-10	-12	x	6

Screens deposited in PubChem BioAssay by National Center for Advancing Translational Sciences (NCATS).
